HTR5A inv ag: HTR5A inverse agonism, opioid heterodimer counter-screen. HTR5A cell line, luminescence. P47898. hit rate 0.083% among 340,000. inhibition, % at 9.3 µM; in the data active = inhibition mostly above about 23%, no sharp cut-off; inactive = mostly below about 18%;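 note: 0% = cells with DMSO and 100% = no-cell wells with DMSO; some compounds called inactive have numbers as strong as hits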
SUMO Mot1 rescue: blocks SUMOylation pathway, rescuing yeast Mot1-301 growth. hit rate 1% among 320,000. growth rescue, % at 18.8 µM. S. cerevisiae Mot1-301 growth rescue, ATP luminescence, 38.5C; percent above DMSO median, 100 means doubled;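 active = every valid replicate shows activation above 250% relative to neutral control wells; inactive = the rest, any valid replicate at or below 250%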;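 note: OY570 slx delta 5 strain wells were the positive control but not used for scaling; some compounds called inactive have numbers as strong as hits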
AddAB inh: less growth of phage-infected E. coli with AddAB. inhibition, % at 11.9 µM. E. coli expressing H. pylori AddAB, absorbance growth. hit rate 0.29% among 330,000; in the data active = inhibition above about 12%;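 note: 0% = vehicle wells of infected cells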
Pemphigus Ab inh: inhibitors of pemphigus antibody binding to human desmoglein-3. DSG3-coupled beads, scFv-anti-DSG3-GFP binding, flow cytometry; stronger effect = lower value. binding (percent of control), % at 10 µM. hit rate 0.48% among 310,000. P32926;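 active = binding more than 3 SD below its plate's average and above zero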; note: some compounds called inactive have numbers as strong as hits
Ecoli viability: bacterial growth inhibition, counter-screen for AddAB inhibitors | E. coli V3065 growth, OD600 absorbance, 18 h | hit rate 0.27% among 330,000 | inhibition, % at 11.9 µM | AID 449728;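 active = inhibition above the campaign's mean inhibition across all tested compounds plus 3 SD, cut at about 9.9% in these data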;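 note: uninfected addAB+ strain grown without phage in ampicillin broth; 0% = DMSO wells and 100% = ciprofloxacin 0.95 µg/ml wells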
OPRM1-OPRD1 ag: agonists of human mu-delta opioid receptor heterodimerization; AID 504326; activation, % at 9.3 µM; cells, OPRM1-OPRD1 heterodimerization, luminescence; hit rate 0.3% among 340,000; P35372+P41143; in the data active = activation above about 18%;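 note: 0% = vehicle-treated cells and 100% = reference agonist; values of inactives mirror those of a sister screen read the other way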
Target sequence (P35372 whole entry, looked up): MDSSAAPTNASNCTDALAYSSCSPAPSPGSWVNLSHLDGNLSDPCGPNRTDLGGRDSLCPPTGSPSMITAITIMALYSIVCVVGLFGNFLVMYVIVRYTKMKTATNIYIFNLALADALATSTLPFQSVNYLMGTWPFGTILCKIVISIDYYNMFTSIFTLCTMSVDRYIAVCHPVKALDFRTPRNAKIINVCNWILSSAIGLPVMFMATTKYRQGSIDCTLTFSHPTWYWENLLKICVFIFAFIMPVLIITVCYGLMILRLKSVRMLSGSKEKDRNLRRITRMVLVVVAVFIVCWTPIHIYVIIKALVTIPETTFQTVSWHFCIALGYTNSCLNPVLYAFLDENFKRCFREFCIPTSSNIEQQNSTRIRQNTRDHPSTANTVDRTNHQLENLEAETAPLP
Target sequence (P41143 whole entry, looked up): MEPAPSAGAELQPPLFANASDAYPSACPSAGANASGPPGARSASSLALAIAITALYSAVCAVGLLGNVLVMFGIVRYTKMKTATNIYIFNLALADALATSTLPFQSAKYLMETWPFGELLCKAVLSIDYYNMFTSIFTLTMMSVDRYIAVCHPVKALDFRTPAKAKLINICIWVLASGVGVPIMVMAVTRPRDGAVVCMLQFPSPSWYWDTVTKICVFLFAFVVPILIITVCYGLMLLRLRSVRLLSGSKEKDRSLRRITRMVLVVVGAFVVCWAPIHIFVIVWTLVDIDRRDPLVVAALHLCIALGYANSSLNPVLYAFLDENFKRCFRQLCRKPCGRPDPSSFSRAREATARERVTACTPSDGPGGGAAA
phage Ecoli inh: E. coli growth loss with phage present; hit rate 0.26% among 360,000; growth absorbance; inhibition, % at 11.9 µM; in the data active = inhibition above about 11%
HTR5A ag: HTR5A agonism, opioid heterodimer counter-screen; P47898; HTR5A agonist assay, luminescence, cell-based; AID 504692; hit rate 0.61% among 340,000; activation, % at 9.3 µM; in the data active = activation mostly above about 9.5%, no sharp cut-off; inactive = mostly below about 7.6%;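 note: 0% = cells with vehicle only and 100% = reference agonist; strong numbers were not always called active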
OPRM1-OPRD1 inv: inverse agonist of human OPRM1-OPRD1 heterodimerization | inhibition, % at 9.3 µM | AID 504357 | P35372+P41143 | hit rate 0.21% among 340,000 | cell-based MOR-DOR heterodimer luminescence, inverse agonism; in the data active = inhibition above about 22%, passing the limit was not always enough;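 note: 0% = cells with DMSO and 100% = wells without cells with DMSO; values of inactives mirror those of a sister screen read the other way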
PfHsp90 yeast 2: growth inhibition of yeast expressing Plasmodium Hsp90; S. cerevisiae expressing PfHsp90, BacTiter-Glo ATP, 48 h; yeast lacking PDR1 and PDR3 efflux regulators; inhibition, % at 9.4 µM; hit rate 0.32% among 310,000; AID 504621;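 active = every replicate shows inhibition above about 80%, whatever the replicate mean, limit read from the data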;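 note: 0% = DMSO neutral controls and 100% = 20 µM radicicol positive controls; yeast relying on Plasmodium falciparum Hsp90 in place of its own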
PKA-R1A act: PKA-R1A complex activation | hit rate 0.083% among 340,000 | PKA-R1A dissociation, Cy5-IP20 fluorescence polarization; scaled: DMSO 0%, 113 µM cGMP 100% | P00514+P68181 | AID 504707 | activation, % at 11.4 µM;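 active = percent activation above the mean of all tested compounds plus 3 SD, cut at about 19% in these data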;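 note: higher means more PKAc released from R1A so a rise in polarization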
* hit, by the source's call; · = not tested or not shown. Rows are unselected (roughly 3.2% active in at least one column).

SMILES | HTR5A inv ag | SUMO Mot1 rescue | AddAB inh | Pemphigus Ab inh | Ecoli viability | OPRM1-OPRD1 ag | phage Ecoli inh | HTR5A ag | OPRM1-OPRD1 inv | PfHsp90 yeast 2 | PKA-R1A act
O=C(NCc1cccnc1)Nc1cccc(NC(=O)NCc2cccnc2)c1 | 11 | 12 | 0.9 | 99 | 0.7 | -1.5 | 2.6 | -5 | 7 | · | 4
CCN(CC)CCSc1nnc2c3cc(F)ccc3n(Cc3ccccc3)c2n1 | 7 | -7 | -1.2 | 101 | -0.7 | -4.2 | 0.1 | -2 | 22 | 8 | -12
O=C(C1CC1)N1N=C(c2ccncc2)CC1(O)C(F)(F)F (centres undefined) | 1 | -8 | -0.2 | 101 | -1.1 | -2.6 | 4.7 | 0 | 15 | 4 | -3
O=c1c2ccccc2nc2n1CCN2Cc1ccc(Cl)cc1 | -1 | -5 | 0.4 | 83 | -0.2 | 2.5 | · | 0 | -14 | -6 | -5
Cc1cc(NC(=O)CSc2nnc(-c3ccccc3C)n2C)no1 | -5 | -15 | 1.7 | 98 | -0.2 | -3.2 | 1.3 | 1 | 13 | 8 | -11
Cc1ccc(S(=O)(=O)N2CCN(CCNC(=O)C(=O)Nc3ccc(F)cc3)CC2)cc1 | 8 | -16 | 1.0 | 107 | -3.8 | 1.4 | -2.7 | 2 | -8 | 0 | -1
CCc1nn(C(C)C(=O)N2CCN(Cc3ccccc3)CC2)c(=O)c2cc3occc3n12 (centres undefined) | -13 | -3 | 2.7 | 108 | -0.8 | -1.4 | -0.4 | 5 | 7 | 9 | -6
Cc1ccccc1/C(N)=N/OC(=O)/C=C/c1ccccc1 | -4 | -1 | 1.1 | 100 | -0.9 | 7.6 | 2.6 | 10 | -38 | -2 | 2
COc1ccc(S(=O)(=O)NC(C)CCc2ccccc2)cc1 (centres undefined) | 2 | 110 | 3.8 | 107 | 2.5 | -0.5 | 4.4 | 2 | 2 | 23 | -7
CCOc1ccc2nc(C)cc(C(=O)O)c2c1 | 2 | -8 | -0.8 | 90 | 0.2 | -2.1 | 1.6 | -1 | 12 | 11 | -2
Nc1cccc2c1C(=O)N(C(=O)c1cccc(S(=O)(=O)N3CCCCCC3)c1)C2=O | 12 | -15 | -1.4 | 93 | -0.4 | -1.0 | 3.3 | -4 | 6 | 16 | -6
Cc1ccc(-n2c(C)cc(/C=C3\NC(=O)NC3=O)c2C)c(C)c1 | -2 | 14 | 1.8 | 105 | -2.3 | -0.1 | 2.5 | 1 | 0 | -1 | -7
CC(Oc1ccccc1F)C(=O)NNC(=O)CCS(=O)(=O)c1ccccc1Cl (centres undefined) | -11 | 5 | 3.8 | 99 | -0.1 | -1.9 | 3.0 | -2 | 9 | 5 | -11
Cc1ccc(C)c(S(=O)(=O)N2CCCC2CNC(=O)C(=O)NCC2CCCO2)c1 (centres undefined) | -18 | -16 | 2.0 | 110 | -1.3 | -5.7 | -0.2 | 0 | 28 | 9 | -8
N#Cc1nc(-c2ccccc2F)oc1NCCc1ccccn1 | -7 | -4 | -1.8 | 112 | -2.5 | -0.7 | 1.6 | 0 | 4 | -18 | 5
OCCN(Cc1ccccc1)CC1CCCCC1 | -33 | -1 | 3.4 | 101 | 0.9 | 1.0 | 1.2 | 1 | -5 | 18 | 2
CCNc1nc(NCC)nc(-n2nc(C)cc2C)n1 | -2 | 20 | -3.1 | 97 | -2.8 | -1.9 | -3.5 | 1 | 11 | -30 | 6
Nc1nnnn1/N=C/c1ccc(Br)cc1 | 2 | 99 | · | 103 | · | 0.3 | -0.2 | -1 | -1 | 33 | 3
Cc1cccc(C)c1OCC(O)CNC(C)C (centres undefined) | -28 | -10 | -0.4 | 108 | 0.2 | -1.6 | 1.7 | -2 | 9 | -20 | -1
CCN(C(=O)CSc1nnc(-c2ccccc2Cl)n1C1CCCC1)C1CCS(=O)(=O)C1 (centres undefined) | 12 | 4 | 0.5 | 98 | -2.9 | 1.7 | 1.7 | 0 | -10 | 4 | -3
CCOC(=O)c1sc2nc3c(cc2c1N)C(=O)CC(C)(C)C3 | -3 | -8 | 2.5 | 85 | 0.9 | -1.3 | 1.8 | 1 | 9 | 3 | 6
Cc1ccc(C)c(S(=O)(=O)N2CCC3(CC2)OCCN3S(=O)(=O)c2cccs2)c1 | -8 | -7 | -0.5 | 109 | 2.4 | -2.2 | -0.1 | 3 | 12 | · | 1
CCOC(=O)C(/C(C)=N/NC(=O)C1CC1c1ccccc1)C(C)C (centres undefined) | 1 | 8 | 0.3 | 98 | -0.2 | 0.2 | -0.9 | -1 | -1 | 14 | 0
Cc1cc(C)cc(NC(=O)c2ccc(S(=O)(=O)C(F)F)cc2)c1 | -9 | 24 | 2.2 | 96 | -0.7 | 4.1 | 1.5 | 3 | -27 | -3 | -12
CSc1nc2nc(-c3ccccc3)cc(C(F)(F)F)n2n1 | -19 | -10 | 1.1 | 104 | -0.5 | -2.3 | 1.9 | 7 | 13 | -48 | -6

(more compounds)
SMILES | HTR5A inv ag | SUMO Mot1 rescue | AddAB inh | Pemphigus Ab inh | Ecoli viability | OPRM1-OPRD1 ag | phage Ecoli inh | HTR5A ag | OPRM1-OPRD1 inv | PfHsp90 yeast 2 | PKA-R1A act
Cc1c(OCC(=O)NCCCN2CCOCC2)ccc2c(-c3ccccc3)cc(=O)oc12 | 8 | 8 | -0.1 | 98 | 0.4 | -2.5 | 1.5 | 2 | 13 | -4 | 13
O=C(COC(=O)COc1ccccc1[N+](=O)[O-])NC1CCCC1 | -1 | -11 | 0.9 | 125 | -0.9 | -2.4 | -0.9 | 6 | 13 | 6 | 0
CC1CC(C)CN(C(=O)C(C)N2CCN(S(=O)(=O)c3cccs3)CC2)C1 (centres undefined) | -10 | -20 | 1.9 | 89 | -4.2 | -2.1 | 1.7 | 4 | 9 | 5 | 5
COc1ccc(NC(=O)CSc2nnnn2Cc2ccccc2)cc1 | 19 | -17 | -1.9 | 65* | -3.1 | -2.3 | 2.2 | -7 | 11 | 20 | -9
C/C(=N\NC(=O)c1ccc(OC2CCCC2)cc1)c1ccc(C)s1 | -25 | 25 | 1.0 | 100 | -0.8 | -1.1 | 3.0 | -1 | 6 | -19 | 2
CCOc1ccccc1/C=N/Nc1cc(C)nc2ccc(C)cc12 | -4 | -7 | -0.7 | 108 | 1.8 | 0.0 | 0.9 | 1 | 0 | 1 | -4
Cc1ccc(CC2C(=O)N(c3ccc(C)cc3)C(=O)C2C)cc1 (centres undefined) | 8 | -15 | 1.2 | 107 | 0.8 | 0.3 | 4.6 | 3 | -1 | 9 | 3
CC(C)(C)OC(=O)NCCc1nnc(SCc2ccccc2)o1 | · | -8 | -1.6 | 106 | -1.3 | · | 1.6 | · | · | · | ·
O=C(NC1CCCCC1)c1cc(S(=O)(=O)N2CCOCC2)ccc1Cl | -10 | -9 | 4.2 | 105 | 1.8 | 2.1 | 0.2 | 3 | -17 | -2 | 7
CCOc1cccc(-c2nnc3sc(-c4ccco4)nn23)c1 | 0 | 132 | -1.0 | · | -1.5 | -3.3 | 1.4 | 0 | 18 | · | -13
COc1cccc(CN2CC(C(=O)NCCn3ccc(C)n3)CCC2=O)c1 (centres undefined) | 14 | 4 | 3.2 | 105 | 0.8 | -3.0 | 4.3 | 0 | 16 | -14 | 7
Cc1ccc(CNC(=O)c2ccc3c(c2)NC(=O)CS3)cc1 | 4 | -6 | 2.9 | 106 | -0.2 | -2.5 | 3.1 | 1 | 13 | -2 | -18
COc1ccc(COC(=O)N/N=C(\C)CC(=O)Nc2c(C)cc(C)cc2C)cc1 | -15 | -14 | 0.4 | 102 | 1.3 | -1.7 | 3.2 | -1 | 10 | 10 | -2
Cc1cccc(C)c1NC(=O)c1ccc(-c2ccc(Cl)cc2Cl)o1 | -15 | 9 | 2.9 | 108 | 2.4 | -0.1 | 1.8 | 5 | 0 | -4 | -3
COc1cccc(NC(=O)CN(C)C(=O)COc2cc(C)ccc2Cl)c1 | 18 | 1 | 3.0 | 95 | -1.6 | 0.0 | 2.9 | -7 | 0 | -3 | -15
CCc1cccc(C)c1NC(=S)N(CCN(C)C)Cc1cccs1 | 2 | -14 | 0.8 | · | 1.2 | -3.9 | 0.5 | -1 | 18 | -6 | -1
COc1cccc(CNC(=O)CN(c2cc(C)cc(C)c2)S(=O)(=O)c2c(C)noc2C)c1 | -17 | -14 | 3.4 | 103 | 0.4 | -3.5 | 1.7 | 6 | 18 | 8 | 1
Cc1ccccc1C(=O)Nc1scc(-c2ccc(Br)cc2)c1C(=O)O | -13 | -3 | 1.4 | 101 | 0.2 | -1.6 | 2.4 | 9 | 8 | 12 | 11
CCCOc1ccc(CC(=O)NCC2(c3ccccc3)CCOCC2)cc1OC | -9 | 14 | 1.8 | 98 | 0.5 | -0.3 | 2.2 | 2 | 2 | 8 | -9
Cc1ccc(S(=O)(=O)N2CCN(C(=O)C3CC(=O)N(c4ccc5c(c4)OCCO5)C3)CC2)cc1 (centres undefined) | -15 | 4 | 1.3 | · | 0.5 | -0.5 | 5.3 | 6 | 2 | 11 | 7
COc1cc(/C=N\NC(=O)c2ccc(-c3ccccc3)cc2)cc(OC)c1O | -9 | 10 | -0.5 | · | -2.9 | -0.1 | 3.8 | 0 | 1 | -11 | 1
CC(C)CC(C(=O)Nc1cccc(O)c1)N1C(=O)c2ccccc2C1=O (centres undefined) | 3 | 14 | 5.2 | 101 | 2.2 | -0.5 | 1.9 | -1 | 2 | -2 | 14
CC(C)(C)c1ccccc1OCCCCCNCCO | 1 | 10 | -1.6 | 117 | -3.7 | 0.7 | 2.7 | 0 | -4 | 7 | 8
Cc1ccc(S(=O)(=O)N2CCOCC2)cc1C(=O)Nc1nc(-c2cccnc2)cs1 | 16 | 135 | 0.8 | 102 | 1.7 | 0.8 | 1.6 | -1 | -4 | -27 | 12

One compound at a time, as listed above. Order of values: HTR5A inv ag	SUMO Mot1 rescue	AddAB inh	Pemphigus Ab inh	Ecoli viability	OPRM1-OPRD1 ag	phage Ecoli inh	HTR5A ag	OPRM1-OPRD1 inv	PfHsp90 yeast 2	PKA-R1A act
CCCOc1ccc(CC(=O)NCC2(c3ccccc3)CCOCC2)cc1OC is entered as -9	14	1.8	98	0.5	-0.3	2.2	2	2	8	-9
Cc1ccccc1C(=O)Nc1scc(-c2ccc(Br)cc2)c1C(=O)O is entered as -13	-3	1.4	101	0.2	-1.6	2.4	9	8	12	11
CCOc1ccccc1/C=N/Nc1cc(C)nc2ccc(C)cc12 is entered as -4	-7	-0.7	108	1.8	0.0	0.9	1	0	1	-4
Cc1c(OCC(=O)NCCCN2CCOCC2)ccc2c(-c3ccccc3)cc(=O)oc12 is entered as 8	8	-0.1	98	0.4	-2.5	1.5	2	13	-4	13
COc1ccc(NC(=O)CSc2nnnn2Cc2ccccc2)cc1 is entered as 19	-17	-1.9	65*	-3.1	-2.3	2.2	-7	11	20	-9
